Assay outcomes from PubChem.
bovine MsrA act: bovine MsrA enzyme activators, primary screen, biochemical, absorbance, HTS | activation, % at 10.6 µM | actives 0.3% (n = 360,000) | Methionine sulfoxide reductase A (Bos taurus) | purified bovine MsrA, absorbance read-out; in the data active = activation above about 7.5%;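 also: 0% = vehicle and 100% = reference activator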
Rin1-Abl PPI inh: inhibitors of Rin1-Abl protein binding, primary screen, biochemical, TR-FRET. Tyrosine-protein kinase ABL1 (Homo sapiens) + Ras and Rab interactor 1 (Homo sapiens), …. AID 588664, 2011. inhibition, % at 7.35 µM. actives 0.4% (n = 360,000); in the data active = inhibition above about 5%, passing the limit was not always enough
MLLE-PAM2 inh: inhibitors of PABP1 MLLE–PAM2 peptide binding, primary screen, biochemical, fluorescence polarization, FITC-PAM2, GST-MLLE; inhibition, % at 20 µM; Polyadenylate-binding protein 1 (Homo sapiens), P11940; actives 0.36% (n = 360,000); in the data active = inhibition above about 35%, passing the limit was not always enough;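 also: plate controls were DMSO wells with GST-MLLE for no effect and wells lacking GST-MLLE protein for full effect; some results filed as inactive read as strong as hits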
FAS-TE inh: FAS thioesterase domain inhibitors, primary screen, biochemical, fluorescence intensity, uHTS. actives 0.67% (n = 360,000). AID 602261, 2012. recombinant FAS-TE, OMFH fluorogenic substrate, fluorescence endpoint. inhibition, % at 15 µM;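 active = compounds whose normalised, plate-corrected inhibition of enzyme fluorescence in the single-dose primary screen is 50% or more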;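 also: 0% = DMSO with enzyme and 100% = substrate without enzyme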
SKN-1 inh: suppressors of acrylamide-induced Pgst-4::GFP reporter in worms, primary screen, SKN-1 inhibitor project, whole organism, uHTS, GFP/RFP fluorescence ratio, strain VP596 | C. elegans VP596 Pgst-4::GFP/RFP ratio, 24 h | inhibition, % at 21.8 µM | actives 0.49% (n = 360,000);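 active = interference check ratio from 0.5 to 1.5 plus GFP to RFP signal ratio inhibition reaching or exceeding a fixed threshold, cut at about 30% in these data, passing the limit was not always enough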; also: some compounds called inactive have numbers as strong as hits
MT1-MMP act inh: blockers of MT1-MMP proenzyme processing, primary screen, HT1080 RFP-PRO-GFP cells, GFP/RFP fluorescence. GFP/RFP ratio fluorescence, overnight; percent of plate control window, DMSO zero. GFP/RFP ratio change, % at 20 µM. actives 0.061% (n = 360,000);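 active = GFP/RFP ratio change of at least 30% with cell ATP level not reduced by more than half and red fluorescence within 50% of control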; also: strong numbers were not always called active
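Material: RFP-PRO-GFP reporter HT1080 cells. Dosing: single-point 20 µM compound, 1% DMSO. Controls: DMSO and RFP-L50D-GFP cell wells. Timing: cells overnight before dosing, compound overnight, 37 °C, 5% CO2. Measure: GFP/RFP fluorescence ratio.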
NRP1-CendR mod: modulators of CendR peptide binding to NRP-1, primary screen, biochemical, fluorescence polarization, uHTS; inhibition, % at 25 µM; FAM-RPARPAR peptide binding to NRP-1; actives 0.85% (n = 360,000); Neuropilin-1 (Homo sapiens), O14786;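 active = inhibition or corrected inhibition above about 18%, plus a signal ratio from 0.5 to 1.5, limit read from the data, passing the limit was not always enough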; also: strong numbers were not always called active
eLon inh: inhibitors of E. coli Lon protease, primary screen, biochemical, fluorescence polarization | P0A9M0 | purified E. coli Lon protease | inhibition, % at 7.94 µM | actives 0.42% (n = 360,000) | AID 602123, 2011; in the data active = inhibition above about 13%, passing the limit was not always enough;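 also: 0% = enzyme with probe and DMSO and 100% = no enzyme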
Neddyl block: inhibitors of cullin neddylation, primary screen, biochemical, TR-FRET, uHTS, NAE and Ubc12. NEDD8-conjugating enzyme Ubc12 (Homo sapiens) + NEDD8-activating enzyme E1 regulatory …. calls only at 25 µM. actives 0.58% (n = 360,000); in the data active = inhibition above about 36%
An asterisk follows results filed as active; i = inactive; x = not tested or not shown; + = active, no number.

[1] COc1ccc(C2=NOC(C)(c3nnc(Cc4ccccc4)o3)C2)cc1 (stereo not drawn)
[2] Cc1[nH]c(C(=O)N/N=C/c2ccc(N(C)C)cc2)c(C)c1C(=O)N/N=C/c1ccc(N(C)C)cc1
[3] CC(C)NC(=O)C(c1ccc(F)cc1)N(C(=O)CCC(=O)Nc1ccccn1)c1cccc(F)c1 (stereo not drawn)
[4] COCC(C)N=C1NN=C(c2cc(C)n(Cc3ccccc3Cl)c2C)CS1 (stereo not drawn)
[5] Cc1cc(NC(=O)CN2CCCC(C)C2)n(-c2nc3ccccc3s2)n1 (stereo not drawn)
[6] CC1(C)C(=O)Nc2ccccc2N1C(=O)COC(=O)c1cc([N+](=O)[O-])ccc1N
[7] CNC(=O)/C(=C\c1cccc(Oc2ccccc2)c1)NC(=O)c1ccccc1
[8] O=C(CNCC1CCCCC1)Nc1ccccc1N1CCCCC1

Screen / compound no.	1	2	3	4	5	6	7	8
bovine MsrA act	-9	-11	-6	-3	-9	-9	-8	0
Rin1-Abl PPI inh	-4	1	2	1	-2	-1	0	-1
MLLE-PAM2 inh	-6	-8	3	-15	8	21	7	-3
FAS-TE inh	-1	-2	-7	-35	12	8	-2	24
SKN-1 inh	17	-1	-2	19	-14	2	-1	7
MT1-MMP act inh	1	-4	2	4	13	4	1	-7
NRP1-CendR mod	23	-9	1	-1	-9	4	-4	2
eLon inh	6	3	-2	5	1	-7	-9	-3
Neddyl block	i	x	i	i	i	i	i	i

[9] Cc1ccc(-c2noc(CCCc3ccccc3)n2)cc1
[10] O=C(COC(=O)C1(c2ccc(F)cc2)CCCC1)NCc1ccc2c(c1)OCO2
[11] CCN1/C(=C/c2ccc3cc(C)ccc3[n+]2CC)Sc2ccccc21
[12] O=C(CSc1ccccc1C(=O)NCCCN1CCCC1=O)NCc1ccco1
[13] CCCNC(=O)CSc1nc(Cc2ccccc2)nc2ccccc12
[14] Cc1ccnc(NC(=O)C2CCN(S(=O)(=O)c3c(C)c(C)cc(C)c3C)CC2)c1
[15] CCOc1ccc(N2C(=O)CC(N3CCN(C(=O)c4ccco4)CC3)C2=O)cc1 (stereo not drawn)
[16] NC(=O)CSc1nnc2n(N)c(=O)c3ccccc3n12

Screen / compound no.	9	10	11	12	13	14	15	16
bovine MsrA act	-13	0	-2	-5	-5	-5	-10	0
Rin1-Abl PPI inh	3	1	-68	-2	-2	2	1	-1
MLLE-PAM2 inh	10	-14	-189	21	8	0	4	-15
FAS-TE inh	20	34	-34	0	5	18	-8	-8
SKN-1 inh	-15	7	64	33	-8	-19	-17	9
MT1-MMP act inh	-3	-5	-37	0	-1	-3	8	1
NRP1-CendR mod	2	6	-284	16	17	6	-8	-6
eLon inh	-3	-9	-178	-4	49	-1	1	4
Neddyl block	i	i	i	i	i	i	i	i

[17] CCOc1ccc(C(=O)NCCCCNC(=O)c2ccc(OCC)cc2)cc1
[18] O=C(N/N=C/c1ccccn1)c1cc(-c2ccc(Br)cc2)nc2ccccc12
[19] O=C(NCc1cc(Cl)cc(Cl)c1)c1csc([C@@H]2O[C@H](CO)[C@H](O)[C@H](O)[C@H]2O)n1
[20] CCCn1c(O)c(N=NC(=O)CNC(=O)c2cccnc2)c2ccccc21
[21] CC[C@]12c3[nH]c4cc(-c5ccco5)ccc4c3CCN1C(=O)[C@@H](CC(=O)NCCCN(C)C)C[C@@H]2C(=O)N1CCN(C(=O)c2ccco2)CC1
[22] COc1ccc(N2CCN(Cc3cc4c(cc3O)CCC4)CC2)cc1
[23] c1ccc2c(c1)ncc1cccn12
[24] CN(CC(=O)Nc1c(Cl)cccc1Cl)C(=O)C1CSC2(C)CCC(=O)N12 (stereo not drawn)

Screen / compound no.	17	18	19	20	21	22	23	24
bovine MsrA act	-12	-2	-2	1	-5	14*	-4	1
Rin1-Abl PPI inh	0	-1	-4	-5	0	-2	-2	1
MLLE-PAM2 inh	6	6	-2	8	-5	4	-6	17
FAS-TE inh	-11	38	-9	-1	-6	8	-5	-7
SKN-1 inh	-8	11	3	0	3	4	17	1
MT1-MMP act inh	x	5	2	2	1	1	-5	2
NRP1-CendR mod	1	-9	-9	-4	-15	-15	-5	-2
eLon inh	2	-6	-3	8	3	-5	-10	1
Neddyl block	i	+	i	i	x	i	x	i

Among those listed so far, 3 have a furan ring, fused or not.
[12] O=C(CSc1ccccc1C(=O)NCCCN1CCCC1=O)NCc1ccco1
[15] CCOc1ccc(N2C(=O)CC(N3CCN(C(=O)c4ccco4)CC3)C2=O)cc1 (stereo not drawn)
[21] CC[C@]12c3[nH]c4cc(-c5ccco5)ccc4c3CCN1C(=O)[C@@H](CC(=O)NCCCN(C)C)C[C@@H]2C(=O)N1CCN(C(=O)c2ccco2)CC1

Screen / compound no.	12	15	21
bovine MsrA act	-5	-10	-5
Rin1-Abl PPI inh	-2	1	0
MLLE-PAM2 inh	21	4	-5
FAS-TE inh	0	-8	-6
SKN-1 inh	33	-17	3
MT1-MMP act inh	0	8	1
NRP1-CendR mod	16	-8	-15
eLon inh	-4	1	3
Neddyl block	i	i	x

Entries of single compounds, quoted from the list. Order of values: bovine MsrA act, Rin1-Abl PPI inh, MLLE-PAM2 inh, FAS-TE inh, SKN-1 inh, MT1-MMP act inh, NRP1-CendR mod, eLon inh, Neddyl block
COc1ccc(N2CCN(Cc3cc4c(cc3O)CCC4)CC2)cc1 in the list: 14*, -2, 4, 8, 4, 1, -15, -5, i
c1ccc2c(c1)ncc1cccn12 in the list: -4, -2, -6, -5, 17, -5, -5, -10, x
O=C(N/N=C/c1ccccn1)c1cc(-c2ccc(Br)cc2)nc2ccccc12 in the list: -2, -1, 6, 38, 11, 5, -9, -6, +
CCCn1c(O)c(N=NC(=O)CNC(=O)c2cccnc2)c2ccccc21 in the list: 1, -5, 8, -1, 0, 2, -4, 8, i

(listing goes on)
[25] Cc1ccc(C2=NN=C(NC(=O)CSc3nnc4c5ccccc5n(C)c4n3)SC2)cc1
[26] O=C(CCc1cn(Cc2ccc(F)cc2)c2ccccc12)N1CCOCC1
[27] COc1ccccc1Oc1ccc2c(c1)C(=O)N(c1ccccc1)C2=O
[28] O=S(=O)(CCNC1CC1)NC1CCCCC1
[29] O=C(CCc1nc2ccccc2c(=O)[nH]1)NCc1ccco1
[30] CCN1C(=O)c2cccc3c(S(=O)(=O)NC(Cc4c[nH]c5ccccc45)C(=O)O)ccc1c23 (stereo not drawn)
[31] Cc1ccc(C)c(OCC(O)CNC2CCCC2)c1 (stereo not drawn)
[32] OCCC1CN(Cc2cc(F)ccc2-n2cccn2)CCN1C1CCCC1 (stereo not drawn)

Screen / compound no.	25	26	27	28	29	30	31	32
bovine MsrA act	-2	-2	7	-2	-7	-6	-1	-3
Rin1-Abl PPI inh	0	-2	-1	-3	2	-1	-1	3
MLLE-PAM2 inh	26	-10	-2	-9	2	-3	-9	1
FAS-TE inh	-149	-1	18	-6	-9	-4	-7	-7
SKN-1 inh	12	20	9	5	8	3	-16	-9
MT1-MMP act inh	-7	-3	3	3	-2	0	1	3
NRP1-CendR mod	-12	-3	4	1	0	6	4	-11
eLon inh	-2	-8	-8	-10	-7	-11	2	-10
Neddyl block	i	i	i	i	i	i	i	i

[33] O=C(Nc1ccc(N2CCOCC2)cc1)c1ccccc1SCC(=O)N1CCCC1
[34] O=C(NC(C(=O)N/N=C/c1cc([N+](=O)[O-])ccc1O)c1n[nH]c(=O)c2ccccc12)c1ccccc1 (stereo not drawn)
[35] CC(C)CC(N)c1csc(Nc2ccc(C(=O)NCCO)cc2)n1 (stereo not drawn)
[36] CCOc1ccc(NC2CCCCC2NS(=O)(=O)c2ccccc2)cc1 (stereo not drawn)
[37] CCCNC(=O)COC(=O)/C=C/c1ccc2c(c1)OCO2
[38] CC(C)CNc1ncnc2c1ncn2[C@H]1CN(Cc2ccc3c(c2)OCO3)C[C@@H](CO)O1
[39] Cc1cccc(C)c1OCC(=O)NNC(=O)Nc1ccc(Cl)cc1
[40] CC(=O)CCc1c(C)[nH]c2ccc(NC(C)=O)cc2c1=O

Screen / compound no.	33	34	35	36	37	38	39	40
bovine MsrA act	-4	-2	-1	-2	-6	-4	-8	-3
Rin1-Abl PPI inh	1	1	1	5	1	4	0	2
MLLE-PAM2 inh	2	11	5	7	8	0	-1	-2
FAS-TE inh	-5	67*	-3	6	-8	-5	-4	-9
SKN-1 inh	-6	13	14	10	-8	7	-8	-6
MT1-MMP act inh	-6	3	1	-1	0	1	3	6
NRP1-CendR mod	-2	-10	-3	15	-5	16	-2	-3
eLon inh	2	16	-3	4	-3	-15	3	-6
Neddyl block	i	i	i	i	i	i	i	i

[41] Cc1ccc(S(=O)(=O)N2CCCOC2CNC(=O)C(=O)NCCC2=CCCCC2)cc1 (stereo not drawn)
[42] Cc1cccc(NC2(C(F)(F)F)N=C(c3ccccc3)NC2=O)n1 (stereo not drawn)
[43] CSc1n[nH]c(NC2=CC(=O)CCC2)n1
[44] CN(C)c1ccc(/C=C(\NC(=O)c2ccccc2)C(=O)NCc2ccncc2)cc1
[45] Cc1ccc(-c2nc3c(c(=O)c4ccccc4n3C)c(=O)n2Cc2ccco2)cc1
[46] COc1ccc(-c2nsc3c(SCc4ccccc4)ncnc23)cc1
[47] CN(C)S(=O)(=O)c1cccc(NC(=O)COC(=O)/C=C/c2ccc([N+](=O)[O-])cc2)c1
[48] OC(COCc1cccs1)CN1CCN(c2cccc(C(F)(F)F)c2)CC1 (stereo not drawn)

Screen / compound no.	41	42	43	44	45	46	47	48
bovine MsrA act	-6	-3	-5	-4	-13	-4	-4	-2
Rin1-Abl PPI inh	-1	-2	0	0	5	-2	-3	3
MLLE-PAM2 inh	10	4	-14	-8	11	4	-4	13
FAS-TE inh	14	-4	-6	-4	12	2	20	9
SKN-1 inh	1	-13	-6	8	26	10	-8	0
MT1-MMP act inh	-4	-1	-2	3	x	2	3	-1
NRP1-CendR mod	2	8	-6	1	-92	-2	7	3
eLon inh	-5	-5	-4	-44	4	-5	0	-1
Neddyl block	i	i	i	i	i	i	i	i

[49] CCC(NC(=O)c1cc(COc2cncc(Cl)c2)on1)c1ccc(C)cc1 (stereo not drawn)
[50] O=c1[nH]cc(S(=O)(=O)N2CCCc3ccccc32)c(=O)[nH]1
[51] COc1cccc(C(=O)N/N=C2/SCC(=O)N2CCc2ccc(OC)c(OC)c2)c1
[52] COc1ccc(NS(=O)(=O)c2ccc(Oc3cccc(C(=O)O)c3)cc2)cc1
[53] COC(=O)CCCNC(=O)c1ccccn1
[54] O=C1NC(=O)C(CC(=O)N(Cc2cccs2)C2(C(=O)NC3CCCC3)CCCCC2)N1 (stereo not drawn)
[55] COc1ccc(OC)c(/C=C/c2nc3ccccc3[nH]c2=O)c1
[56] O=C(Nc1ccc(Cl)cc1)Nc1nnc(/C=C/c2ccccc2)s1

Screen / compound no.	49	50	51	52	53	54	55	56
bovine MsrA act	-1	-3	-3	-7	-1	0	-3	-10
Rin1-Abl PPI inh	1	1	1	5	2	-1	0	0
MLLE-PAM2 inh	-2	-2	-1	-5	-12	9	-26	4
FAS-TE inh	11	-6	-7	4	-3	-9	-17	5
SKN-1 inh	-4	15	4	2	-4	2	1	-9
MT1-MMP act inh	2	3	4	-3	-2	-2	-40	4
NRP1-CendR mod	5	7	5	-8	-10	15	-20	0
eLon inh	-12	-7	-1	5	-4	13	4	5
Neddyl block	i	i	i	i	i	i	x	x
